# Compound activity deposited in PubChem BioAssay by several laboratories.
# CHRM5 PAM = positive allosteric modulators of human muscarinic M5 receptor; 360,000 compounds, 0.3% hits; P08912; CHO-K1 hM5, Fluo-8 calcium, ACh EC20 PAM; 0% = ACh EC20, 100% = ACh EC100; AID 624038; activation, % at 3 µM;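 active = activation above the run cutoff, the mean activation of all test compounds plus 3 SD, cut at about 18% in these data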
# Target sequence (P08912 whole entry, looked up): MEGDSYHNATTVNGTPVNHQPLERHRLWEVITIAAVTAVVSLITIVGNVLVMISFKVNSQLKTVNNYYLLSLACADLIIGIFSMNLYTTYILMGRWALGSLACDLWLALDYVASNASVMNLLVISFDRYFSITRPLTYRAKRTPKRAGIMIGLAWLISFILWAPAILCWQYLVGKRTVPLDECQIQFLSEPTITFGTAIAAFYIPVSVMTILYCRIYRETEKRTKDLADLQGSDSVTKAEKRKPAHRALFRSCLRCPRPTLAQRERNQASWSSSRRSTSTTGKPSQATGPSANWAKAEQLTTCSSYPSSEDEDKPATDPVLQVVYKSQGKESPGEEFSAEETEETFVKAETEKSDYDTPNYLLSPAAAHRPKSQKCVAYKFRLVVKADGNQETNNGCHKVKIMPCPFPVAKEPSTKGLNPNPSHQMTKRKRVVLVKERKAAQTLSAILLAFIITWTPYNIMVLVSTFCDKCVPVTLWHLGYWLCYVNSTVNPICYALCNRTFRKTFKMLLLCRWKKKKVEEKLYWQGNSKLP
#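 system = human M5 receptor in CHO-K1 cells | compound = one concentration, 3 µM final (nominal) | schedule = Post-acetylcholine fluorescence recording 140 s | signal = Fluo-8 calcium dye fluorescence, kinetic read | benchmarks = low control EC20 acetylcholine (0%), high control EC100 acetylcholine (100%) | repeats = singlicate, one well per test compound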
# CRFBP-R2 agonist = CRF-BP/CRF-R2 complex agonism. HEK293 CRF-R2/CRF-BP, calcium dye fluorescence (FLIPR); percent of saturating CRF peptide response. activation, % at 13.2 µM. 350,000 compounds, 0.46% hits. AID 588473;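 active = activation of at least 50%, plus an integration ratio under a set limit after plate pattern correction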;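 also: plate controls were neutral control wells without compound for no effect and CRF at EC100 for full effect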
# M4 PAM = potentiates acetylcholine response at human M4 receptor | P08173 | activation, % at 3 µM | CHO-K1 hM4/Gqi5, Fluo-8 calcium fluorescence, ACh EC20; 0% = ACh EC20, 100% = maximal ACh | 360,000 compounds, 0.4% hits;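 active = activation above its plate's cutoff, the mean activation of sample wells plus 3 SD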; also: some results filed as inactive read as strong as hits
# M5 antag = blocks acetylcholine activation of human M5 receptor | CHO-hM5 cells, Fluo-8 calcium fluorescence, ACh EC80 | inhibition, % at 3 µM | 360,000 compounds, 0.59% hits;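 active = inhibition above a per-plate cutoff, the mean of that plate's test compounds plus 3 SD, cut at about 27% in these data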;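 also: 0% = acetylcholine EC80 with DMSO and 100% = DMSO without agonist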
# M5 ag = agonists of human muscarinic M5 receptor (CHRM5). P08912. CHO-K1 hM5 cells, Fluo-8 calcium fluorescence; 0% DMSO wells, 100% maximal acetylcholine response. activation, % at 3 µM. 360,000 compounds, 0.19% hits. AID 624037;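 active = activation above the run's mean over test compounds plus 3 SD, cut at about 23% in these data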;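 also: signal is peak over basal fluorescence ratio across the kinetic read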
# CHRM4 agonist = agonists of human muscarinic M4 receptor (CHRM4); P08173; CHO-K1 hM4/Gqi5, Fluo-8 calcium fluorescence; vehicle 0%, full acetylcholine response 100%; activation, % at 3 µM; 360,000 compounds, 0.14% hits;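 active = activation above the run mean over all test wells plus 3 SD, cut at about 32% in these data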;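 also: peak over basal fluorescence ratio per well then scaled between controls; 0% = DMSO wells and 100% = acetylcholine at EC100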
# M1 antag = blocks human M1 muscarinic receptor; CHO-K1 hM1, Fluo-8 calcium fluorescence, ACh EC80 antagonist; inhibition, % at 3 µM; 360,000 compounds, 1.3% hits; AID 588852;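 active = percent inhibition above its own plate's cutoff, namely the mean of that plate's compound wells plus 3 SD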;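 also: peak over basal fluorescence ratio during 140 s after agonist addition; 0% = ACh EC80 plus DMSO and 100% = DMSO alone without agonist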
# Target sequence (P11229 whole entry, looked up): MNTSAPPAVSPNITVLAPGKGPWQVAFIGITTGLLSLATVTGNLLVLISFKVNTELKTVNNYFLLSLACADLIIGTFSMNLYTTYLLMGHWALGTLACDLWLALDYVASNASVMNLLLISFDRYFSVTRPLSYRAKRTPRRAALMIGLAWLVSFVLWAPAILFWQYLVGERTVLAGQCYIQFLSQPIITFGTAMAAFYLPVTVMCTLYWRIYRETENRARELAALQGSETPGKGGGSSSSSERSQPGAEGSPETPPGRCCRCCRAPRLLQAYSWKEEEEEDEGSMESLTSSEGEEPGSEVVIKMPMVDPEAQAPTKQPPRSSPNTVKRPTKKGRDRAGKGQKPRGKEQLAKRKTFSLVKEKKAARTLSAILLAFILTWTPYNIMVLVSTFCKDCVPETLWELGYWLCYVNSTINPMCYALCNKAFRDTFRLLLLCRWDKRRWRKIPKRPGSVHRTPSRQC
# CHRM1 PAM = human CHRM1 positive allosteric modulation | P11229 | CHO-K1 hM1, Fluo-8 calcium fluorescence, ACh EC20; 0% = ACh EC20, 100% = maximal ACh | activation, % at 3 µM | 360,000 compounds, 0.088% hits | AID 588819; in the data active = activation above about 19%, passing the limit was not always enough
# CHRM4 antagonist = blocks acetylcholine activation of human M4 receptor; P08173; CHO-hM4 cells, ACh EC80, Fluo-8 calcium fluorescence; inhibition, % at 3 µM; 360,000 compounds, 0.73% hits; AID 624125;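 active = inhibition above its plate's cutoff, the mean inhibition of sample wells plus 3 SD, cut at about 27% in these data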;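 also: 0% = acetylcholine EC80 with DMSO and 100% = DMSO without agonist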
# Starred values were filed as active, the others as inactive.
SMILES,CHRM5 PAM,CRFBP-R2 agonist,M4 PAM,M5 antag,M5 ag,CHRM4 agonist,M1 antag,CHRM1 PAM,CHRM4 antagonist
C=CCNC(=O)/C(C#N)=C\c1cc(Cl)c(O)c(OCC)c1,-4.0,7.2,1.2,-2.8,0.9,-0.5,-8.1,0.5,-15.3
CC(C)(C)c1cc(C(=O)NCc2ccccc2)ccn1,-13.3,-0.5,-3.5,-7.6,-3.1,5.5,-2.0,-0.7,2.2
CN(C)C1=NC[C@H](Cc2ccccc2)N1CC1CCC(C(C)(C)C)CC1 (some centres undefined),-1.2,4.8,1.4,10.4,0.4,5.4,1.5,4.1,3.3
O=C(NCC(=O)N1CCN(C(=O)c2ccco2)CC1)c1ccc(Cl)cc1,2.6,2.6,15.6,-0.5,-0.9,2.1,-20.8,17.3,-12.9
COc1ccc(N2C(=O)CC(N3CCN(c4ccc(C(=O)c5cccnc5)cc4)CC3)C2=O)cc1 (centres undefined),-0.3,-0.4,-6.0,-6.0,3.0,3.0,2.3,-1.8,1.3
CCOC(=O)CN1C(=O)NC2(CCCc3ccccc32)C1=O (centres undefined),0.9,0.7,8.1,3.5,-0.3,2.1,-10.8,9.7,-5.0
COc1cc(C(=O)NCCSc2ccc(F)cc2)cc(OC)c1OC,-7.4,-3.7,-4.3,13.5,-0.9,4.1,0.8,2.9,11.3
O=S(=O)(c1ccc(NC(=S)Nc2ccc3c(c2)OCO3)cc1)N1CCOCC1,-5.0,5.8,0.1,6.8,-4.3,0.3,-5.9,6.7,3.5
O=C(C1CCN(c2nnc(-n3cccc3)s2)CC1)N1CCCCC1,5.0,-1.2,-3.6,9.3,-4.6,0.2,21.4,-12.0,-2.6
COc1ccc(CCCc2nnc(SCC(=O)Nc3ccc(OC)cc3)o2)cc1,-2.4,-5.2,7.3,-2.2,-1.6,2.1,-5.7,8.1,-8.4
COc1cc(/C=N/NC(N)=S)cc(Br)c1OCc1ccccc1F,-10.2,-0.3,-10.8,7.2,5.6,9.6,8.7,-7.2,11.1
CCOC(=O)C1CCCN(Cc2cccc(Cl)c2)C1 (centres undefined),-5.8,-0.1,3.7,0.4,-5.9,-1.1,-5.4,3.4,3.2
CC(=O)c1cc(C)ccc1OC(=O)c1cccnc1,-1.3,0.5,3.9,-3.1,-0.4,0.8,-38.6,7.7,-1.9
Cc1ccccc1Nc1nc(N)nc(C)c1Br,-0.2,-2.7,-3.6,9.8,0.3,3.7,-1.1,-3.5,-5.6
CCN(CC)S(=O)(=O)c1cc(NS(=O)(=O)c2ccccc2)ccc1C,-0.1,1.7,5.0,-0.6,1.6,3.0,-0.7,0.0,-7.5
COCCCN1C(=O)C(=O)/C(=C(/O)c2ccc(OC)cc2)C12C(=O)N(C)c1ccccc12 (centres undefined),-2.4,1.0,-6.0,4.2,2.4,0.6,-13.7,10.1,1.3
CCCn1c(N)c(Br)c(=O)[nH]c1=O,-2.2,-1.6,6.7,1.4,-1.6,1.3,-9.2,19.9,5.1
CCc1cc(=O)n2[nH]c(C)c(-c3ccccc3OC)c2n1,0.0,-0.6,8.4,0.0,-0.1,-0.6,-11.8,9.8,-8.4
CCN1C(=O)[C@H]2[C@@H](c3ccc(-c4ccccc4)c(OC)c3)N[C@@](CC(C)C)(C(=O)OC)[C@H]2C1=O,1.2,2.3,3.2,7.6,-0.1,-0.3,14.4,7.3,-2.3
COc1ccc(S(=O)(=O)N(CC(=O)NCc2ccncc2)c2ccc(C)cc2)cc1Br,-3.0,-0.2,-3.2,-2.9,-0.5,12.8,-10.8,4.1,-11.1
O=C1OCCN1c1c(-c2ccccc2)c(N2CCOCC2)nc2ccccc12,-8.6,-1.0,0.4,-8.6,8.0,17.7,7.9,-1.9,-1.4
N#CCCN(Cc1cccs1)C(=O)c1ccc(Cl)cc1,0.4,-0.5,-0.3,14.9,-5.2,0.8,-15.3,19.6,-6.3
COC(=O)c1ccc(COc2cc(C)ccc2C)o1,-3.6,-1.3,-2.9,8.8,-4.1,-0.8,-8.1,2.1,-1.0
Cc1ccc(NS(=O)(=O)c2ccc(C)c(NC(=O)COc3ccc4ccccc4c3)c2)c(C)c1,-5.8,10.4,1.4,6.1,-3.8,1.1,-6.8,4.3,-6.2
Cc1ccc(NC(=O)C(C)N2C(=O)c3ccccc3C2=O)cc1C (centres undefined),2.8,-3.2,-3.4,25.3,-7.8,0.7,-14.8,2.6,-2.5
O=C(c1ccc(-c2cc(Cl)ccc2Cl)o1)N1CCOCC1,19.2*,-1.3,10.1,-8.7,2.5,0.6,-11.9,12.3,-0.7
COc1ccc(-c2noc(CN3CCOCC3)n2)cc1OC,-1.2,0.9,8.0,-5.5,0.4,1.0,-11.1,5.1,0.6
COc1ccc(Cc2nnc(NC(=O)c3ccco3)s2)cc1OC,0.9,0.1,0.7,2.3,3.4,0.2,-9.0,10.6,-4.3
COC(=O)Cn1c(CN2CCN(c3ccc(F)cc3)CC2)nc2c1c(=O)n(C)c(=O)n2C,-4.0,2.2,-3.3,4.1,0.6,4.1,-9.0,-0.1,-18.8
CC1(C)CC(=O)c2cc(C(=O)N3CCCC(C)(C)C3)c(=O)n(-c3ccccc3)c2C1,0.2,0.1,-0.1,4.7,2.8,1.4,-12.0,8.0,1.6
COC1CCCN(C(=O)c2ccc(OC3CCN(CCc4ccccc4)CC3)cc2)C1 (centres undefined),-14.4,-1.6,-11.4,12.2,-14.5,1.7,-0.7,-0.2,-5.1
CCN(c1ccccc1)S(=O)(=O)c1ccc(OCc2c(C)noc2C)cc1,9.3,-2.1,-3.7,-3.9,-7.4,1.5,-22.2,-2.2,7.1
COc1ccc(CCNC(=O)c2cc(S(=O)(=O)N3CCCCC3)c[nH]2)cc1OC,-11.9,-0.5,-5.3,6.9,5.0,20.5,11.1,-8.1,-10.1
CC(C)CN1C(=O)c2ccc(C(=O)Nc3ccccc3C(=O)O)cc2C1=O,-5.9,-0.4,3.7,4.4,7.6,5.1,-1.9,4.9,9.2
CCCCC(NC(=O)c1ccc(Cl)cc1)C(=O)O (centres undefined),-1.4,6.6,3.2,2.9,2.0,-1.2,-8.4,3.5,-12.6
O=C1CCc2cc(Br)ccc2O1,13.2,-2.2,6.6,5.8,-4.6,1.1,-12.8,4.8,-8.1
CN1C(=O)CC(c2ccccc2)C1=O (centres undefined),-6.3,0.1,4.7,2.8,0.1,1.0,-34.1,7.9,0.6
CCOC(=O)c1cc(CC)sc1NC(=O)CN1CCN(C(=O)c2ccco2)CC1,9.5,-1.5,5.4,-3.5,-1.3,0.2,1.3,13.4,-0.5
CCN(CC)c1ccc(S(=O)(=O)N2CCOCC2)cc1NC(=O)CSc1nncs1,-6.3,-1.3,-4.2,6.1,-0.1,1.6,-13.0,2.7,9.8
Cc1c(C(=O)NCCCN2CCCCC2)oc2ccc3c(c12)C(O)CC1(CCCCC1)O3 (centres undefined),12.8,0.3,-9.2,-8.8,-7.1,3.7,-1.1,-10.0,-16.1
CC1(C)C2CCC1(CS(=O)(=O)N1CCN(c3ccc(F)cc3)CC1)C(=O)C2 (centres undefined),9.1,-1.4,-3.5,-10.8,8.6,3.3,-18.1,8.7,5.9
CC(=O)Nc1ccc(C(=O)N(C)C(C(=O)Nc2ccc(C)cc2)c2ccccn2)cc1 (centres undefined),-0.1,-2.4,0.1,0.5,-2.7,0.4,0.0,-0.2,9.3
COc1cccc(OCC(O)CN(CCO)Cc2ccccc2)c1 (centres undefined),7.6,-1.6,10.6,-7.4,-2.8,1.9,2.9,-1.5,-3.7
CC(C)OCCCNC(=O)C(=O)N/N=C/c1ccc(OCc2ccccc2)cc1,12.8,1.7,-4.8,9.0,5.7,0.9,2.0,11.3,7.0
CCOC(=O)C1CCN(C(=O)c2ccc(OCC(=O)Nc3cccc(C(F)(F)F)c3)c(OC)c2)CC1,-14.1,-1.0,-7.0,12.6,8.2,19.2,15.3,-4.3,1.7

# Full records as entered above. Values in the order: CHRM5 PAM	CRFBP-R2 agonist	M4 PAM	M5 antag	M5 ag	CHRM4 agonist	M1 antag	CHRM1 PAM	CHRM4 antagonist
# CC(C)(C)c1cc(C(=O)NCc2ccccc2)ccn1 in the list: -13.3	-0.5	-3.5	-7.6	-3.1	5.5	-2.0	-0.7	2.2
# CCN(CC)S(=O)(=O)c1cc(NS(=O)(=O)c2ccccc2)ccc1C in the list: -0.1	1.7	5.0	-0.6	1.6	3.0	-0.7	0.0	-7.5
# CCOC(=O)C1CCCN(Cc2cccc(Cl)c2)C1 (centres undefined) in the list: -5.8	-0.1	3.7	0.4	-5.9	-1.1	-5.4	3.4	3.2

# More records follow:
SMILES,CHRM5 PAM,CRFBP-R2 agonist,M4 PAM,M5 antag,M5 ag,CHRM4 agonist,M1 antag,CHRM1 PAM,CHRM4 antagonist
c1ccc(-c2nnc(N3CCCC3)nc2-c2ccccc2)cc1,3.7,0.7,2.4,2.9,-6.5,4.8,-12.3,9.5,-16.6
CC(Oc1ccccc1)C(=O)Nc1cccc([N+](=O)[O-])c1 (centres undefined),-7.1,-2.9,-6.2,1.5,-4.0,1.3,-4.7,3.6,-1.1
CCOCCCNCc1cccc(OC)c1,4.5,-1.1,2.6,0.0,-0.6,0.5,-0.9,9.3,0.5
CCOC(=O)Cc1csc(NC(=O)CSc2nc3cccnc3n2CC)n1,-9.5,-0.1,-4.3,6.0,-2.1,6.0,5.5,0.0,1.0
CC(NC(=O)c1cc(S(=O)(=O)N(C)C)ccc1Cl)c1ccc(-n2ccnc2)cc1 (centres undefined),-0.8,-1.4,5.3,9.7,-2.1,3.9,-1.0,0.1,-0.1
COc1cccc(-c2nc(OC(C)C)c3ccccc3n2)c1,-0.1,10.5,10.7,4.7,-2.8,-1.0,-11.2,4.1,8.4
CC(=O)Nc1ccc2nc(NC(=O)CN3CCOCC3)sc2c1,-7.4,0.8,4.1,8.0,-2.4,0.9,-2.7,-0.5,-12.0
CCc1nc(OCCN(CC)CC)c2oc3ccccc3c2n1,-2.1,-1.6,-5.4,5.9,-0.9,0.1,11.5,-2.0,7.1
O=C(CCCSc1ccccc1)Nc1cccc(CO)c1,-5.7,0.9,-4.2,10.6,-2.9,4.2,-4.3,7.5,-5.6
CC(=O)Nc1ccc(Nc2cc(N(C)C)c3nonc3c2[N+](=O)[O-])cc1,0.5,0.2,5.9,7.5,-4.9,0.6,-22.9,10.0,-4.5
Cn1c(=O)c2c(nc(NCc3ccc4c(c3)OCO4)n2Cc2ccccc2F)n(C)c1=O,7.9,1.4,1.3,-2.2,-3.4,0.4,-29.4,7.9,-1.9
CC(C)(C)C(=O)Nc1cc(S(=O)(=O)N2CCCCC2)ccc1N1CCCCC1,-5.6,1.0,-4.4,3.0,-1.5,-1.1,-10.3,5.1,5.6
O=C(NCCN1CCOCC1)c1ccc(F)cc1,4.0,-1.9,-1.4,-2.9,2.8,-0.1,-8.3,8.0,2.5
N#CCCN1CCN(S(=O)(=O)c2ccc(S(=O)(=O)N3CCCCCC3)cc2)CC1,-6.7,2.9,-4.3,4.4,1.3,1.5,-18.2,11.0,-5.0
CC(=O)c1[nH]c(C)c(C(=O)N2CCCC(Nc3ccc(C(C)C)cc3)C2)c1C (centres undefined),-4.1,0.1,5.6,-0.5,-3.0,2.7,-12.5,13.3,-3.4
